Source: PubChem
CHT allo act: human CHT allosteric activation | Q9GZV3 | CHT-expressing cells, membrane potential dye, choline EC20; stronger effect = higher value; LV-AA mutant CHT in HEK293 cells | B-score at 10 µM | 0.49% of 310,000 active;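 active means initial fluorescence not abnormally high and integrated response B-score, plate-corrected, over 3 SD above library mean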
Target sequence (Q9GZV3 whole entry, looked up): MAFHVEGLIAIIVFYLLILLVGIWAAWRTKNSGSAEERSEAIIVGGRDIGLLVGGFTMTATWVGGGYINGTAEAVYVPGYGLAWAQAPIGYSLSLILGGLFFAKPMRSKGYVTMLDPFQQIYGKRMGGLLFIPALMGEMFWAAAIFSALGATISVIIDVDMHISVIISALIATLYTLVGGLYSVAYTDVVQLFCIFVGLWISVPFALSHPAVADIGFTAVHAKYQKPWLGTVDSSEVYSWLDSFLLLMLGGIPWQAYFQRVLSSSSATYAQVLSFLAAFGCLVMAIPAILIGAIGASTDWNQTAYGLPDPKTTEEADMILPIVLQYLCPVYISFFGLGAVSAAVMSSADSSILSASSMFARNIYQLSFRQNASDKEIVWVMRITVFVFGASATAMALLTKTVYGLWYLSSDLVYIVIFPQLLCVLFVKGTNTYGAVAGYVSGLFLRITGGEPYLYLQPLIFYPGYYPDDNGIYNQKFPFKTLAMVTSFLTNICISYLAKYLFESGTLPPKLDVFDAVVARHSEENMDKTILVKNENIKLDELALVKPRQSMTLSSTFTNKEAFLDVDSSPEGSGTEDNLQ
OX1R antag-1: blocks the human orexin 1 receptor. O43613. OX1R-expressing cells, FRET antagonist read-out. inhibition, % at 6.6 µM. 1.8% of 330,000 active. AID 485270; in the data active means inhibition mostly above about 38%, no sharp cut-off; inactive means mostly below about 40%;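 further: 0% = agonist challenge alone and 100% = reference antagonist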
Target sequence (O43613 whole entry, looked up): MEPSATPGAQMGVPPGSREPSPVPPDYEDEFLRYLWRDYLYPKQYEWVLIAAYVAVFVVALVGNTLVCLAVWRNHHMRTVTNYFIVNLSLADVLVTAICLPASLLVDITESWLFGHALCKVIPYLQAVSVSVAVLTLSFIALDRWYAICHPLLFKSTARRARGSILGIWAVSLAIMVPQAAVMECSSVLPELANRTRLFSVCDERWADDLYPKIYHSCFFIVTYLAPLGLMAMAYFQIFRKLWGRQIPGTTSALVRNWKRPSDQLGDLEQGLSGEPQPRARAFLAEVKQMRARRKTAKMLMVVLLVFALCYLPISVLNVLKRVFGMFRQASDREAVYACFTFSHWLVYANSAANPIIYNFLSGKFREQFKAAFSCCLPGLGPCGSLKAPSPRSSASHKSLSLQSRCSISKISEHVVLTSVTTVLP
OX1R antag-2: blocks the human orexin 1 receptor; CHO/OX1R cells, Fluo-8 calcium fluorescence, orexin A; inhibition, % at 5 µM; 0.43% of 330,000 active; AID 434989;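 active means inhibition above its plate's threshold, mean inhibition of all tested compounds on the plate plus 3 SD, cut at about 37% in these data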;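 further: 0% = orexin A challenge wells and 100% = SB-334867-A antagonist wells; not every result past the cut was called active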
* marks the source's active call; other numbers are inactive results; i = inactive; . = not tested or not shown.

| Structure | OX1R antag-2 | OX1R antag-1 | CHT allo act |
| --- | --- | --- | --- |
| COc1ccc(/C=C(/NC(=O)c2ccc(OC)c(OC)c2)C(=O)NCCc2c[nH]c3ccccc23)cc1 | -33 | 16 | i |
| CC1(C)CC(=O)C2=C(C1)N(c1ccc(Cl)cc1)C(=O)C2(O)C(F)(F)F (centres undefined) | -16 | -1 | i |
| COc1cc(C(=O)NCCC(=O)N2CCCCC2)cc(OC)c1OC | -8 | 2 | i |
| C=CCn1c(SCc2c(F)cccc2Cl)nnc1-c1ccco1 | -16 | 25 | i |
| COc1ccc(NC(=S)NC(=O)C2CCCCC2)cc1 | -9 | 12 | i |
| CCCCOC(=O)C1CN(c2ccccc2)N=C1C(C)=O (centres undefined) | -44 | 15 | i |
| COC(=O)c1ccc(N/C=C/C(=O)c2ccccc2)cc1 | -9 | 12 | i |
| O=C(CCCNc1ccccc1)N/N=C/c1cccs1 | 5 | 9 | i |
| COc1ccc(N2CCN(C(=O)COC(=O)c3cccc(S(=O)(=O)Nc4ccccc4OC)c3)CC2)cc1 | -6 | 32 | i |
| CSc1ccc(S(=O)(=O)NCC(=O)OCC(=O)NCCc2ccccc2)cc1[N+](=O)[O-] | -22 | 37* | i |
| O=C(Nc1ccccc1)c1ccccc1NS(=O)(=O)c1ccc(Cl)s1 | 9 | 65* | i |
| O=C(Nc1ccc(Cl)cc1)OCCn1nnnc1C(c1ccccc1Cl)N1CCOCC1 (centres undefined) | -9 | 14 | i |
| CCC(=O)c1ccc(-c2ccccc2)cc1 | -3 | 16 | i |
| CCN1CCN(C(=O)CN(C)S(=O)(=O)c2ccc(OC)c(C)c2)CC1 | -10 | 10 | i |
| CN(CCC#N)C(=S)Nc1ccc(F)cc1 | 16 | 4 | i |
| CCOC(=O)CN(C(=O)COc1nc(C)cc(C)c1C#N)c1ccc(F)cc1 | -17 | 4 | i |
| CCn1c(NCc2cc(Cl)ccc2O)nc2ccccc21 | -17 | 10 | i |
| COc1ccccc1OCc1nc(C#N)c(NCc2ccco2)o1 | -25 | 23 | i |
| CC(C)c1ccc(NC(=S)N2CCCC2)cc1 | -15 | 22 | i |
| CC1CC(C)CN(S(=O)(=O)c2ccc(NC(=O)CN3C(=O)NC(C)(c4ccccc4)C3=O)cc2)C1 (centres undefined) | -6 | 9 | i |

The list goes on.
| Structure | OX1R antag-2 | OX1R antag-1 | CHT allo act |
| --- | --- | --- | --- |
| COC(=O)c1cccnc1SCc1ccccc1 | -17 | 20 | i |
| O=C(CCCCCN1C(=O)c2cccc3cccc(c23)C1=O)N1CCOCC1 | -2 | 55 | i |
| CCCNC(=O)CCNC(=O)c1ccc(C(C)(C)C)cc1 | 10 | 2 | i |
| CC1=Nc2cccc3cccc(c23)N1C | 1 | 15 | 7.4* |
| CCc1ccc(OCC(=O)NC(=S)Nc2ccc(C(=O)O)cc2)cc1 | -13 | 5 | i |
| CCCCS(=O)CC(CS(=O)CCCC)OC(=O)c1ccc(C)cc1 (centres undefined) | -8 | 0 | i |
| c1ccc(CSc2ncn(-c3ccccc3)n2)cc1 | -10 | 9 | i |
| CCN(CC)CCN1CNC(=S)N(c2ccccc2OC)C1 | 1 | 2 | i |
| FC(F)Oc1ccc(NC(=S)N2CCc3ccccc32)cc1 | -30 | 6 | i |
| Clc1ccc(SCc2cc(-c3ccc(Cl)cc3)on2)cc1 | -6 | 18 | i |
| Cc1ccc(/C=C/C(=O)N2CCc3ccccc32)o1 | -28 | 31 | i |
| CCOc1ccc(-n2cc(C(=O)Nc3cccc(Cl)c3)c3cc(OC)c(OC)cc3c2=O)cc1 | -3 | 7 | i |
| CCOC(=O)N1CCC(NC(=O)C2CCN(S(=O)(=O)c3cccc4cccnc34)CC2)CC1 | -6 | 2 | i |
| NS(=O)(=O)c1ccc(CCNC(=O)c2ccccc2-c2ccccc2)cc1 | -10 | 12 | i |
| CC1CCN(C(=O)CSc2nnc(-c3ccc(S(=O)(=O)N4CCOCC4)cc3)n2C)CC1 | -17 | 14 | i |
| Cc1cccc(CCNC(=O)CCc2c(C)nc3ncnn3c2C)c1 | -28 | 18 | i |
| O=C(COC(=O)c1ccccc1NS(=O)(=O)c1cc([N+](=O)[O-])ccc1Cl)c1ccccc1 | 1 | 3 | i |
| NC(=O)c1nsc(C(=O)N(c2ccccc2)C(C(=O)NCC2CCCO2)c2ccc(F)cc2)c1N (centres undefined) | -28 | 16 | i |
| O=C(CCS(=O)(=O)c1ccccc1)Nc1nc2c(s1)CCCC2 | -9 | 6 | i |
| O=C(Nc1ccc(C(=O)O)cc1)/C(=C\c1ccccc1)NC(=O)c1ccc(Br)cc1 | -13 | 3 | i |

The listing continues.
| Structure | OX1R antag-2 | OX1R antag-1 | CHT allo act |
| --- | --- | --- | --- |
| O=S(=O)(NCC1CCCO1)c1ccc2oc3ccc(S(=O)(=O)NCC4CCCO4)cc3c2c1 (centres undefined) | -31 | 4 | i |
| N#C/C(=N/Nc1ccccc1[N+](=O)[O-])C(N)=S | 10 | 33 | i |
| COc1cc(/C=C2\SC(=S)N(CCCCC(=O)O)C2=O)ccc1OS(=O)(=O)c1ccc(C)cc1 | -4 | 22 | i |
| COc1ccc(C(C)(C)C)cc1NC(=O)C1C2C=CC(C2)C1C(=O)O (centres undefined) | -9 | 28 | i |
| CC(C)CN(C(=O)C1CCCCC1)C1CCS(=O)(=O)C1 (centres undefined) | -17 | 17 | i |
| CC(C)(C)OC(=O)NCCC(=O)N/N=C/c1cccc2nccnc12 | -1 | 11 | i |
| COc1ccc(-c2nc3cnccn3c2NC(C)(C)CC(C)(C)C)cc1O | -23 | 8 | i |
| O=C(Cc1cccs1)N(Cc1ccco1)C1(C(=O)NC2CCCC2)CCCCC1 | -9 | 18 | 10* |
| Cc1cccc(Oc2ccccc2NC(=O)c2cnccn2)c1 | -1 | 12 | i |
| CCC1(C)SC(NC(C)=O)=NN1C(C)=O (centres undefined) | -10 | 6 | i |
| CCc1ccc(N2CC(C(=O)NNC(=O)c3ccc(F)cc3)CC2=O)cc1 (centres undefined) | -5 | 10 | i |
| CN(C(=O)Nc1ccc(Cl)cc1)c1c2c(nn1C)CCCC2 | -11 | 5 | i |
| Cc1cc(C)n(-c2ccc(C(=O)OCC(=O)N(CC(C)C)C3CCS(=O)(=O)C3)cc2)n1 (centres undefined) | -25 | 7 | i |
| CCOc1cc(N2CCOCC2)c(OCC)cc1NC(=O)Cn1[nH]c(=O)c2ccccc2c1=O | -13 | 19 | i |
| COc1cccc(C(=O)NC2CCN(CC(=O)Nc3c(C)cc(C)cc3C)CC2)c1 | -26 | 11 | i |
| COc1ccc(C(=O)NC2CCN(C(=S)NCc3ccco3)CC2)cc1 | 16 | 4 | i |
| Cc1cccc(-n2c(C)n[nH]c2=S)c1C | 2 | 20 | i |
| O=c1cc(Cn2ccnc2)c2cc3c(cc2o1)CCC3 | -5 | 13 | i |
| CCOC(=O)C(NC(C)=O)(Nc1ccc(S(=O)(=O)Nc2ccncn2)cc1)C(F)(F)F (centres undefined) | 8 | 3 | i |
| O=C(Cn1c(=O)cnc2ccccc21)NNC(=O)c1ccc(Cl)cc1 | -10 | 0 | . |

Next compounds:
| Structure | OX1R antag-2 | OX1R antag-1 | CHT allo act |
| --- | --- | --- | --- |
| Cc1ccc2cc(C=O)c(Cl)nc2c1 | -14 | 9 | i |
| CCOC(=O)c1ccc(NC(=O)c2ccccc2C)cc1 | -11 | 27 | i |
| COC(=O)c1cc(C(=O)c2ccc(Cl)cc2Cl)cn1C | -24 | 20 | i |
| O=C(/C=C/c1ccccc1)N(Cc1cccc(Cl)c1)C1CCS(=O)(=O)C1 (centres undefined) | -21 | 33 | i |
| COc1ccc(/C=N/n2cnc3c(sc(=S)n3-c3ccccc3)c2=O)cc1 | -8 | 7 | i |
| COc1cccc(-n2c(SC)nnc2-c2cnccn2)c1 | -12 | 6 | i |
| CC(=O)[C@@H]1[C@@H]2C(=O)N(c3ccc(F)c(Cl)c3)C(=O)[C@@H]2C2c3ccccc3C=CN21 (some centres undefined) | -5 | 17 | i |
| C=CCN1C(=O)C(CC(=O)Nc2ccc(OCC)cc2)N(Cc2ccccn2)C1=S (centres undefined) | -32 | 10 | i |
| Cc1cc(C(=O)NCc2cccnc2)no1 | 7 | 9 | i |
| CN(C)C(=O)COC(=O)/C=C/c1ccccc1[N+](=O)[O-] | -12 | 39* | i |
| CC1(C)Cc2nc3sc4c(N5CCCC5)nnnc4c3cc2CO1 | -12 | 14 | i |
| N=c1c(S(=O)(=O)c2ccc(Cl)cc2)cc2c(=O)n3ccccc3nc2n1CCc1ccccc1 | -8 | -11 | i |
| COc1ccc(Cn2c(O)c(C=Nc3ccccc3)c3ccccc3c2=O)cc1 | -21 | 9 | i |
| Cc1ccccc1NC(=O)c1c(F)c(F)c(F)c(F)c1F | -7 | 8 | i |
| COCCNC(=O)/C(C#N)=C/c1c(N2CCN(c3ccc(OC)cc3)CC2)nc2c(C)cccn2c1=O | -42 | 25 | i |
| CC(C)(CCO)NC(=S)NC1CC2C=CC1C2 (centres undefined) | -17 | 9 | i |
| CCCC(C(=O)NC1CCCC1)N(C(=O)c1snc(C(N)=O)c1N)c1ccc(OCC)cc1 (centres undefined) | -13 | 7 | i |
| Nc1ccccc1Nc1ccccc1 | -21 | 45 | i |
| O=C(CN1CCN(Cc2ccccc2)CC1)N/N=C/c1ccccc1F | -15 | 3 | i |
| O=C(CSc1nnc2scc(-c3ccccc3)n12)N1CCN(Cc2ccccc2)CC1 | -4 | 1 | i |

(listing goes on)
| Structure | OX1R antag-2 | OX1R antag-1 | CHT allo act |
| --- | --- | --- | --- |
| Cc1ccc(/C=N/OC(=O)c2c(C)noc2-c2snnc2C)cc1 | -4 | -2 | i |
| O=c1c(-c2ccc3c(c2)OCCO3)c(C(F)(F)F)oc2cc(O)cc(O)c12 | -4 | 6 | i |
| COc1ccccc1-c1cc(-c2ccccc2)nc(SC(C(N)=O)c2ccccc2)c1C#N (centres undefined) | -14 | 14 | i |
| Cc1cc(N2CCCC2=O)cc(C)c1S(=O)(=O)NCCOc1ccc(C(C)(C)C)cc1 | 67* | 70* | i |
| Cc1cc(=O)n2nc(N3CCC(C(=O)NCc4ccccc4F)CC3)sc2n1 | -18 | -1 | i |
| CC(=O)N1CCN(c2ccc(NC(=S)NC(=O)COc3ccc(C(C)(C)C)cc3)cc2)CC1 | 24 | 40 | i |
| COc1ccc(N=NC2=C(O)CC(C)(C)CC2=O)c(OC)c1 | -19 | 52 | i |
| Cc1cc(C)c2ccc3c(C)c(C)n(C)c3c2n1 | -17 | 6 | i |
| Cc1c(O)ccc2c(-c3ccccc3)cc(=O)oc12 | -9 | 11 | i |
| COC(CN(C)C(=O)C1CCC(CNS(=O)(=O)c2ccccc2)CC1)OC (centres undefined) | -2 | -7 | i |
| Cc1oc2cc([N+](=O)[O-])c(O)c([N+](=O)[O-])c2c1C(=O)c1ccc(Cl)cc1 | -13 | 35 | i |
| CCCN1CCN(CC(=O)Nc2nnc(CC)s2)CC1 | -1 | 8 | i |
| Cc1cc(=O)[nH]c(SCC(=O)Nc2ccc(F)c([N+](=O)[O-])c2)n1 | -19 | 39 | i |
| COc1ccc(-n2c(=O)c3ccccc3n(CC(=O)NC3CCCC3)c2=O)cc1 | -14 | 23 | i |
| CCN1CCN(c2cc(C)c3cc(NC(=O)Cc4ccccc4OC)ccc3n2)CC1 | -31 | 22 | i |
| Nn1cc(-c2ccccc2)nc1SCC(=O)NCCc1ccccc1 | -21 | 28 | i |
| CC1CC(C)CN(C(=O)c2ccc(NC(=O)c3ccc(=O)[nH]c3)cc2)C1 (centres undefined) | 1 | 14 | i |
| O=C(NCC#CCSc1nnc(-c2cccc3ccccc23)o1)c1cccs1 | 8 | 9 | . |
| Cc1csc(SCC(=O)NC(C)c2ccc(F)cc2)n1 (centres undefined) | -19 | 13 | i |
| Fc1ccc2c(c1)C1C=CCC1C(c1cc3c(cc1Br)OCO3)N2 (centres undefined) | -14 | 23 | i |

(listing goes on)
| Structure | OX1R antag-2 | OX1R antag-1 | CHT allo act |
| --- | --- | --- | --- |
| C=CCn1c(C(C)(C)C)nc2ccccc21 | -15 | 7 | i |
| Cn1c(=O)c2c(nc(Sc3ccccc3N)n2C)n(C)c1=O | -14 | 11 | i |
| CCOC(=O)c1sc(=NC(=O)c2ccccc2)n(C)c1C | -28 | 0 | i |
| CC1=NN(C2=NS(=O)(=O)c3ccccc32)C(C)(O)C1 (centres undefined) | -13 | 3 | i |
| COc1ccc(NC(=O)c2oc3cc(C)c(C)cc3c2C)c(OC)c1 | -11 | 23 | i |
| CC(CCc1ccccc1)NC(=O)CSc1ccccc1 (centres undefined) | -24 | 8 | i |
| CC(C)CCn1nnnc1C(c1ccc(F)cc1)N1CCN(C(=O)c2ccco2)CC1 (centres undefined) | -26 | 10 | i |
| CCN(C(=O)c1ccc(S(=O)(=O)N(C)C)cc1)C(C)C(=O)Nc1ccc(C)cc1 (centres undefined) | -11 | 16 | i |
| Cc1noc(C)c1COC(=O)c1cccnc1SCC(=O)Nc1ccc2c(c1)OCO2 | -13 | 10 | i |
| Cc1ccc(S(=O)(=O)CCC(=O)OCc2nnc(-c3ccccc3Br)o2)cc1 | -18 | 5 | . |
| COc1cc(/C=N/NC(=O)CCn2nnc3ccccc32)ccc1O | 22 | 14 | i |
| O=C(NC(=S)Nn1cnc2c(cnn2-c2ccccc2)c1=O)c1ccccc1 | -25 | 17 | i |
| CCN(CC)S(=O)(=O)c1ccc(N2CCOCC2)c(NC(=O)c2[nH]c(C)c(C(C)=O)c2C)c1 | -21 | 6 | . |
| Cn1c(SCC(=O)Nc2ccc(Cl)cc2)nc(O)cc1=O | -10 | 13 | i |
